ASM inhibitor: human S-ASM enzyme inhibition | AID 504937 | placental ASM, HMU-PC fluorogenic substrate, 60 min | P17405 | Potency, µM (doses to about 57.5 µM), for the others: at the highest dose activity change, negative = inhibition, actives largely listed as inhibitors | 340,000 compounds, 0.006% hits; note: potency is the fitted concentration of half-maximal effect
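Fluorogenic HMU-PC substrate (9 uM final) is turned over by placental ASM in 60 min at 37 C after a 10 min compound preincubation. Reaction ended by alkaline stop (pH 10), with fluorescence read at 386/447 nm.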
TSG101-PTAP inh: blocks PTAP/TSG101 interaction to inhibit HIV-1 budding | Q99816 | Fluorescence polarization, FITC-PTAP peptide / Tsg101 binding | Potency, µM (top dose mostly 115 µM), inactives show at the highest dose activity change, negative = inhibition, usual class: inhibitors | 340,000 tested, under 10 active | AID 493005; active = well fitted inhibition curve with a large enough effect in the main read-out, with a control signal flat, not every such curve was filed as active; inconclusive = small, poorly fitted or top-dose-only effect, or effect the other way, or a change in a side signal; inactive = no such curve, though single readings can be large or run the other way; note: potency is the fitted concentration of half-maximal effect; % of control where 0% means no effect
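Tsg101 binding domain (10 uM final) was mixed with compound and a FITC-labeled PTAP peptide (50 nM final) in HEPES pH 7.5 buffer with NaCl, Tween 20, EDTA and TCEP; fluorescence polarization was read after 20 min at r.t.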
MBNL1-CUG inh: blocks human MBNL1 binding to CUG repeat RNA | Q9NR56 | TR-FRET MBNL1-His/biotin-(CUG)12 binding, 665/545 ratio | Potency, µM (titrated, usually from 57.5 µM), inactives show at the top dose activity change, negative = inhibition, usual class: inhibitors | 280,000 compounds, 0.036% hits | AID 2675; active = well fitted inhibition curve with a large enough effect in the signal ratio, with a control signal flat, not every such curve was filed as active; inconclusive = small, poorly fitted or top-dose-only effect, or effect the other way, or a change in a side signal; inactive = no such curve, though single readings can be large or run the other way; the % refers to the signal ratio; note: potency is the fitted concentration of half-maximal effect; % is set by controls: 0 for no effect and ±100 for the full control effect
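His-tagged MBNL1 binding to biotinylated (CUG)12 RNA was measured by TR-FRET using terbium anti-His antibody (0.055 ng/ul final) and streptavidin-XL665 (5 nM final). Compounds were titrated 92 nM to 58 uM; 60 min at room temperature.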
Menin-MLL TR inh: displaces Texas Red mutant MLL peptide from human menin. Menin + Texas Red MLL mutant peptide, fluorescence polarization. Potency, µM (doses to about 61.6 µM), for the others: top-dose FP activity change, negative = inhibition, actives largely listed as inhibitors. 270,000 compounds, 0.23% hits. O00255; active = well fitted inhibition curve with a large enough effect in the polarisation, with a control signal flat, not every such curve was filed as active; inconclusive = small, poorly fitted or top-dose-only effect, or effect the other way, or a change in a side signal; inactive = no such curve, though single readings can be large or run the other way; the % refers to the polarisation; note: potency is the fitted concentration of half-maximal effect; % of control where 0% means no effect; many of its hits are not listed in these tables
TCR activator: activators of T cell receptors; primary human leukocytes, anti-CD3, IL-2 HTRF, 48 h; Potency, µM (series often up to 9.22 µM), for inactives: at the highest dose activation of IL-2 secretion, hits mostly activators; 330,000 tested, under 10 active; AID 504894; note: % of control where 0% means no effect
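HTRF read-out of IL-2 secretion: europium cryptate donor excited at 320nm, d2 acceptor emission at 665nm. Cells were primary human leukocytes incubated 48 hr with compounds and a-CD3 beads, supplying TCR signal only.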
Integrin act MD: activators of alpha7 integrin expression for muscular dystrophy | 350,000 compounds, 0.064% hits | AID 624291 | Potency, µM (doses to about 38.3 µM), inactives show top-dose activation, actives largely listed as activators | alpha7betagal myoblasts, beta-gal FDG fluorescence, 48 h;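 note: potency is the fitted concentration of half-maximal effect; 100% = response of the positive control SU9516; nearly all actives have a fitted effect of over 60% in size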
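Alpha7betagal+/- myoblasts (passage 13) were plated 16-24 hr, then exposed to compounds (1:260 dilution of DMSO stock) for 48 hours at 37C. After MPER lysis, β-galactosidase reporter activity was read as FDG fluorescence (ex 480/em 540) after 30 minutes.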
AT treatment: potential ataxia-telangiectasia treatment | […] A-T fibroblasts, KAP-1 phosphorylation AlphaLISA; neocarzinostatin DNA damage 30 min before lysis | Potency, µM (highest dose often 57.5 µM), without a hit: at the highest dose activation, most hits filed as activators | 320,000 compounds, 0.19% hits | AID 485349; note: potency is the fitted concentration of half-maximal effect; % of control where 0% means no effect; nearly all actives have a fitted effect of over 45% in size
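hTERT-immortalized A-T patient fibroblasts ([…]), 500 cells/well in OPTI-MEM, 1% FBS, got compounds for 60 min, then NCS for 30 min at 37C. Lysates were then assayed for phospho-KAP-1 by AlphaLISA (anti-pKAP1 donor, anti-KAP1 acceptor beads), 6 hr at 25C.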
Mito fusion yeast: mitochondrial division inhibition or fusion activation; S. cerevisiae fusion-defective mutant growth rescue, CellTiterGlo 48 h; Potency, µM (titrated, usually from 46.1 µM), for the others: at the top dose growth rescue (activation), most hits filed as activators; 320,000 compounds, 0.23% hits; AID 485298;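 note: potency is the fitted concentration of half-maximal effect; % of control where 0% means no effect; nearly all actives have a fitted effect of over 45% in size; temperature-sensitive fusion mutants such as fzo1-1 at 37 °C on non-fermentable ethanol glycerol medium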
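S. cerevisiae fusion-defective temperature-sensitive mutants (e.g. fzo1-1, mgm1-5) grown 48 h at 37C in YPEG (ethanol/glycerol non-fermentable) medium with 23 nl compound per well; growth rescue read as CellTiterGlo luminescence.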
TSHR antagonist: antagonists of human thyroid stimulating hormone receptor. 330,000 compounds, 0.2% hits. TSHR-expressing cells, TSH-stimulated cAMP HTRF, 2 h; hits give low values. activity change, negative = inhibition, % at 11.5 µM. P16473;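 active = activity change below a set negative limit, meaning inhibition stronger than a set level, cut at about -70% in these data; inconclusive = activity change between two set negative limits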; note: % is set by controls: 0 for no effect and ±100 for the full control effect
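TSHR-expressing cells were treated with compounds, then stimulated with TSH at EC80 (4nM final) for 2 hours at 37 deg C. Cellular cAMP was measured by HTRF competition between lysate cAMP and cAMP-d2 for a cryptate-labelled anti-cAMP antibody.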
MLL CXXC-DNA inh: inhibitors of human MLL CXXC domain-DNA interaction; Q03164; MLL-CXXC / FITC-HOXA9 DNA fluorescence polarization; AID 2662; Potency, µM (titrated, usually from 115 µM), inactives show top-dose activity change, negative = inhibition, actives largely listed as inhibitors; 290,000 compounds, 0.037% hits; active = well fitted inhibition curve with a large enough effect in the polarisation, with a control signal flat, not every such curve was filed as active; inconclusive = small, poorly fitted or top-dose-only effect, or effect the other way, or a change in a side signal; inactive = no such curve, though single readings can be large or run the other way; the % refers to the polarisation; note: potency is the fitted concentration of half-maximal effect
Target sequence (Q03164 whole entry, looked up, the tested form may be a part): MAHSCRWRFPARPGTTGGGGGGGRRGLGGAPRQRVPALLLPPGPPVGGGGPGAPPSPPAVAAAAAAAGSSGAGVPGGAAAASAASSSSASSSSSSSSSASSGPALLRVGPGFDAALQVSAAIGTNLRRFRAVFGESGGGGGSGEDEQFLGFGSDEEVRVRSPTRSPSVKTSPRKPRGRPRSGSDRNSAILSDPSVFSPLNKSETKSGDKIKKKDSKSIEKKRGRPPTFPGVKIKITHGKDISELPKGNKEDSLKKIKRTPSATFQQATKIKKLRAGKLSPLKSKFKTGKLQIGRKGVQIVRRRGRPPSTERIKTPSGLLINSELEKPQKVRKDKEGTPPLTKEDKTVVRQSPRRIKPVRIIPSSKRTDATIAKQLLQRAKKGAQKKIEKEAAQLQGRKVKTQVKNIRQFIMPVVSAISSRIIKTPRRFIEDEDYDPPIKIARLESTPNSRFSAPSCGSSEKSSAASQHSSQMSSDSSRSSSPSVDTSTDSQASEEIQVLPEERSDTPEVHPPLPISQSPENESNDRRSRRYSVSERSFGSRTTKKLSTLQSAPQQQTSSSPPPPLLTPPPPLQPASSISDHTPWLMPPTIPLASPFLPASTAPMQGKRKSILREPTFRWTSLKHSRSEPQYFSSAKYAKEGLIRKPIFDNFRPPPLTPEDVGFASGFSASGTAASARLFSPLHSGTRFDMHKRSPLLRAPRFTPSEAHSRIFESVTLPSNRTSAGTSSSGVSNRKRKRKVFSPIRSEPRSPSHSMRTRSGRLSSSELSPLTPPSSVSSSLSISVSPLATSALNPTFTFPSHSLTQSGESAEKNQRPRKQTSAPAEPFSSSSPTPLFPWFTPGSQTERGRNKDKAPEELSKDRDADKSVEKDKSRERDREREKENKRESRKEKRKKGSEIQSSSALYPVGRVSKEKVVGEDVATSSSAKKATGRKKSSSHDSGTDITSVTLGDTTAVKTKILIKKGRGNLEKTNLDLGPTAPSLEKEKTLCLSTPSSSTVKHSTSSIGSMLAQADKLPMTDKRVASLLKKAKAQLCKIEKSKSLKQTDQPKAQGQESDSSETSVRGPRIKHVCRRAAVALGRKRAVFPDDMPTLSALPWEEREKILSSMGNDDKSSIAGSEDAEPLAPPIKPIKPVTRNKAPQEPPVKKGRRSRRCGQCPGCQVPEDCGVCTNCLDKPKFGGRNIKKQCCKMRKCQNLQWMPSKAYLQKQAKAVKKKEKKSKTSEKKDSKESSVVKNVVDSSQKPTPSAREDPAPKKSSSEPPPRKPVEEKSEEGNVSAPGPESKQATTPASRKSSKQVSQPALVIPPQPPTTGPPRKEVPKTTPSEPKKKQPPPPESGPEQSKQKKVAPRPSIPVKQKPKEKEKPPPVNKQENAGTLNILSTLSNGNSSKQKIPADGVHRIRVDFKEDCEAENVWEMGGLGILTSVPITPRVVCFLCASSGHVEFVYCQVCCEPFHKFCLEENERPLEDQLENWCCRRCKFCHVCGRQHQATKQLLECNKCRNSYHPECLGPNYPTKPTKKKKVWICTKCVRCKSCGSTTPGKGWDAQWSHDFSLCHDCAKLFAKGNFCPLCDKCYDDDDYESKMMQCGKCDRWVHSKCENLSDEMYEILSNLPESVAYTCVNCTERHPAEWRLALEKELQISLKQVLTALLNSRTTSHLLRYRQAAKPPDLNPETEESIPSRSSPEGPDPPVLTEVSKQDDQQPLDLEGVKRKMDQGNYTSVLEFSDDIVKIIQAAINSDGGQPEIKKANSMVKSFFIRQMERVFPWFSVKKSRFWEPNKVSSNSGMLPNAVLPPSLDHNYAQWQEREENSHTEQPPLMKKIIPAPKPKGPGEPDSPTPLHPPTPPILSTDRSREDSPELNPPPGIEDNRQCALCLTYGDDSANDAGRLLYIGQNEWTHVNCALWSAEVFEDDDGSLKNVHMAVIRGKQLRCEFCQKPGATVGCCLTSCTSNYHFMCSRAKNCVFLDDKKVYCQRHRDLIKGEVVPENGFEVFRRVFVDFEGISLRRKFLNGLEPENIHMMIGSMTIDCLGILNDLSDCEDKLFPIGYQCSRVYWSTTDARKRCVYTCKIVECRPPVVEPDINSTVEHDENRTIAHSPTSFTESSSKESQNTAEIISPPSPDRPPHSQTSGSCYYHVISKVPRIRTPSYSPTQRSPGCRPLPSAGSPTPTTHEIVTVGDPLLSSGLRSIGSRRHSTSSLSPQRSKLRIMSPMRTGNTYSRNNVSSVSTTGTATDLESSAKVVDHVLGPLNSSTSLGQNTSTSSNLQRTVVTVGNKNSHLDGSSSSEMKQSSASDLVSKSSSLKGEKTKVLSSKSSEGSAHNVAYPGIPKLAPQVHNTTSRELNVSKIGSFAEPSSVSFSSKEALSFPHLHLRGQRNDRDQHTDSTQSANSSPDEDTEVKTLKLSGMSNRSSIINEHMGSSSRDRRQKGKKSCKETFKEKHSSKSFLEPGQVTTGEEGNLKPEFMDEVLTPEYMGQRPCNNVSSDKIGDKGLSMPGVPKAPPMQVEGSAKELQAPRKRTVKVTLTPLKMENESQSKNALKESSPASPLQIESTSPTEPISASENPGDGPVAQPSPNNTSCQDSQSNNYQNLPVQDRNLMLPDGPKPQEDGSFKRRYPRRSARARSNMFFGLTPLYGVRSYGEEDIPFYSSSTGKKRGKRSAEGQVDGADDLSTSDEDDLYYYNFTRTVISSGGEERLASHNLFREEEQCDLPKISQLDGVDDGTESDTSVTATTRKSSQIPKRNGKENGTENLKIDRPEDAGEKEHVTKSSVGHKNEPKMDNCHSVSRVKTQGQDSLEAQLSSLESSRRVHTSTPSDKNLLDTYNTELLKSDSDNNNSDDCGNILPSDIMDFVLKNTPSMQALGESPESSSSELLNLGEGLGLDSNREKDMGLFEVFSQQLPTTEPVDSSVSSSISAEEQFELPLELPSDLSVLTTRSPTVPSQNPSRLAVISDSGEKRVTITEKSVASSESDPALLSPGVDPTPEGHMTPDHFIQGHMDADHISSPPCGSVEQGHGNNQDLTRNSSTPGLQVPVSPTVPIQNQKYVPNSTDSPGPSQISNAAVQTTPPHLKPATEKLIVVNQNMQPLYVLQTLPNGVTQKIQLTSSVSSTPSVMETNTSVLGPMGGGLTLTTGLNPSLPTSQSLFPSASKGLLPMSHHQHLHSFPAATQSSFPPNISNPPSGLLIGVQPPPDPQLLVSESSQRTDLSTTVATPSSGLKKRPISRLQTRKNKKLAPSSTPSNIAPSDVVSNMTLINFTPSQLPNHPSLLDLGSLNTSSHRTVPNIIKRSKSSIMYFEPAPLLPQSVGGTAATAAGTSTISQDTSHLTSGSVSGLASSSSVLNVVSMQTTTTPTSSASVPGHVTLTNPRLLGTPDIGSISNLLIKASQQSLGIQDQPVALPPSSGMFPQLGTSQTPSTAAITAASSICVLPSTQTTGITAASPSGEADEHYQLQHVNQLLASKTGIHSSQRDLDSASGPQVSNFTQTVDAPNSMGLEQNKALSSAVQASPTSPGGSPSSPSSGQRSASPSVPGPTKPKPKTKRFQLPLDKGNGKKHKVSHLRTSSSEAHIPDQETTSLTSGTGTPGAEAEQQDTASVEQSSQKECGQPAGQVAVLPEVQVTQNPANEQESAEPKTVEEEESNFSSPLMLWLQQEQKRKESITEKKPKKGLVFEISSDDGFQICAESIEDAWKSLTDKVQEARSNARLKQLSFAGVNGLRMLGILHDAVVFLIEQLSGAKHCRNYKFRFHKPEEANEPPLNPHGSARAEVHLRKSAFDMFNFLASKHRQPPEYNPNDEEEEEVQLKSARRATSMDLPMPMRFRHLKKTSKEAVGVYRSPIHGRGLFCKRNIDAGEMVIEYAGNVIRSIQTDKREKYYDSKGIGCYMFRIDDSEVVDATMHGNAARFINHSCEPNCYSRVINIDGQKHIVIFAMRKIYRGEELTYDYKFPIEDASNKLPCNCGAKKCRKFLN
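Steps: dispense CXXC domain solution (7 uM) → pin compounds or unlabeled HOX-A9 DNA control → 5 min ambient → add FLSN-HOX-A9 solution (50 nM) → spin → 30 min ambient → fluorescence polarization. Tris pH 7.5/NaCl/DTT/BSA buffer.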
* hit, by the source's call; ? = inconclusive; . = no result given; [ ] = dose if it differs, or a comment. Unless noted, calls come from the whole dose curve; as a rule, active = well fitted curve in the direction sought with a large enough effect; inconclusive = small, poorly fitted or top-dose-only effect, or another doubt; inactive = no such curve, though single readings can be large; an effect the other way counts as inactive or inconclusive. This is a subset; the hit share may differ from the screen's.

SMILES	ASM inhibitor	TSG101-PTAP inh	MBNL1-CUG inh	Menin-MLL TR inh	TCR activator	Integrin act MD	AT treatment	Mito fusion yeast	TSHR antagonist	MLL CXXC-DNA inh
Cc1nnc2ccc(Oc3ccc(-c4ccccc4)cc3)nn12	-9.9%	-4.5%	9.0%	6.3%	2.8%	-43.5%	9.1%	1.4%	5.8	-0.8%
CC(=O)C[C@H](O)CC(=O)[C@@H]1OC(=O)CCCCCCc2ccccc21	6.5%	.	.	.	-96.5%	-15.6%	4.5%	-0.3%	-8.3	.
O=C(NCC1(N2CCCCC2)CCCCC1)c1ccc(NS(=O)(=O)c2ccc(F)cc2)cc1	.	-2.5%	.	.	-4.9%	-1.7%	1.2%	2.8%	6.3	.
O=C1NC(c2ccccc2)=C(c2nc3ccccc3s2)C(c2ccc(F)cc2)N1 (stereo not drawn)	-16.8%	0.3%	9.1%	-11.6%	-2.0%	12.3%	-4.3%	1.4%	23.0	15.0%
O=C(Nc1cccnc1)c1cc2nc(C3CC3)cc(C(F)(F)F)n2n1	5.2%	-5.8%	9.1%	-5.6%	-2.3%	-9.6%	-0.7%	-1.8%	-10.0	3.7%
O=C(c1cccc2ccccc12)N1CCCCC1	4.2%	0.2%	2.2%	-3.0%	1.2%	20.2%	-11.5%	-4.6%	-0.4	3.3%
COc1cccc(-c2nnc3sc(C4CCCCC4)nn23)c1	-6.6%	-6.9%	3.3%	-27.0%	-8.1%	10.1%	-3.8%	-4.5%	-7.4	-6.3%
CCC(C(=O)N1CCN(Cc2ccc3c(c2)OCO3)CC1)n1c(=O)[nH]c2ccccc2c1=O (stereo not drawn)	5.1%	0.7%	-4.4%	.	1.6%	21.9%	-3.3%	0.5%	18.2	3.2%
Cc1cc(C)c2c(c1)NC(C(=O)O)C1CC=CC21 (stereo not drawn)	-17.4%	-8.7%	23.3%	6.8%	3.9%	4.6%	10.2%	-2.4%	-11.5	?
COc1cccc(N2CCN(S(=O)(=O)c3ccc(-c4cnc(C5CC5)o4)cc3)CC2)c1	2.7%	-0.9%	-1.6%	.	8.3%	9.7%	3.1%	2.7%	-0.8	6.5%
COc1cccc(C(=O)NCCSCc2ccccc2Cl)c1	-8.3%	-1.5%	-2.7%	8.1%	.	0.0%	1.6%	3.7%	0.9	0.2%
CCCCCOc1ccc(/C=c2\sc3nc(=O)c(-c4ccccc4)nn3c2=O)cc1OC	6.2%	?	6.9%	?	-2.0%[46.1 µM]	5.6%	2.1%	-4.3%	8.9	-6.4%
Cc1cccc(NC(=O)C2CCN(C(=O)NCc3ccccc3)CC2)c1C	1.2%	0.9%	-2.2%	-2.9%	0.8%	17.6%	-0.6%	-25.9%	2.0	19.9%
COc1ccc2[nH]c(C)c(CCNc3ccc(C(F)(F)F)cc3[N+](=O)[O-])c2c1	?	-2.5%	.	?	2.7%	21.5%	-11.8%	11.7%	10.6	13.0%
CCCCn1c(SCC(=O)NC(=O)Cc2ccccc2)nc2ccccc2c1=O	-4.8%	-9.7%	.	.	-3.5%	?	2.1%	2.0%	156.4	.
CCCCOc1ccc(N(CC(=O)NCc2ccccc2)C(=O)c2csnn2)cc1	-4.9%	1.2%	1.8%	1.2%	-7.1%	-17.9%	-9.5%	0.7%	-2.1	-2.3%
Cc1cc(N2CCN(S(=O)(=O)c3ccc(Br)cc3)CC2)n2ncnc2n1	1.9%	-0.7%	?	?	1.2%	-7.6%	1.3%	2.9%	-0.7	-6.9%
CC(=O)Oc1cccc(N2C(=O)c3ccccc3C2=O)c1	3.6%	-0.6%	?	-7.0%	0.4%[46.1 µM]	10.8%	10.9%	-3.0%	-4.8	1.6%
CCn1c2ccccc2c2nnc(SCC(=O)NCCOC)nc21	-3.5%	-3.8%	?	6.9%	-2.5%	-6.0%	2.9%	1.1%	-2.8	6.2%
COc1cccc(NC(=O)NCCC2=CCCCC2)c1	1.9%	-2.4%	-0.5%	-6.9%	8.8%	3.7%	7.2%	2.5%	-12.9	16.1%
Cc1cc(C)c(C#N)c(SCc2nc3ccccc3[nH]2)n1	54.9%[activator]	-5.6%	23.6%	14.9%	-7.6%	10.7%	2.1%	15.0%	-5.1	1.5%
O=C(Nc1ccccn1)c1ccc(CN(c2ccccc2)S(=O)(=O)c2ccccc2)cc1	-5.5%	-0.7%	-3.5%	2.3%	-3.6%	-15.2%	-2.8%	5.4%	-3.3	17.7%
COc1ccc(C2C(C#N)=C(N)Oc3n[nH]c(C)c32)cc1Cn1nc(C)c([N+](=O)[O-])c1C (stereo not drawn)	8.0%	-11.5%	5.9%	4.2%	1.6%	-18.3%	-1.9%	-4.6%	-6.8	5.7%
COC(=O)c1ccc(NC(=O)c2cccc(N3C(=O)C4C5C=CC(C6CC56)C4C3=O)c2)cc1 (stereo not drawn)	-26.2%	0.5%	-3.6%	.	-17.1%	-5.7%	6.2%	-8.7%	-10.7	3.0%
COc1ccccc1NC(=O)c1ccc2nc(C)c(C)nc2c1	0.5%	-11.6%	?	.	1.7%	?	3.4%	4.2%	-2.3	8.4%
COCC(C)n1c(C)cc(C(=O)COc2ccc(S(=O)(=O)N3CCOCC3)cc2Cl)c1C (stereo not drawn)	-1.1%	-13.9%	-5.1%	8.3%	6.2%	-20.7%	0.4%	0.8%	-1.5	2.7%
CC12CCC(C(=O)Nc3ccccc3N3CCOCC3)(CC1=O)C2(C)C (stereo not drawn)	-1.4%	-5.8%	-15.0%	-2.4%	-1.7%	-18.3%	-3.0%	-2.4%	24.3	-6.8%
COC(=O)c1ccc(C)c(NC(=O)CCSc2ccc(C)cc2)c1	-0.8%	-0.5%	-2.8%	3.5%	2.1%[46.1 µM]	-12.0%	-1.0%	-1.0%	12.3	16.2%
CCN1CCN(C(=O)Nc2cccc3ccccc23)CC1	2.3%	-4.0%	10.0%	-2.4%	-2.7%	6.3%	.	-3.9%	-7.4	-8.1%
CCN1C(=O)/C(=C2/Sc3ccc(OC)cc3N2C)SC1=Nc1ccc(OC)cc1	5.0%	1.9%	-0.7%	-2.8%	0.6%	0.5%	-2.6%	2.1%	1.1	10.2%
COc1ccc(CCNC(=O)COc2ccc(S(=O)(=O)NCC(C)C)cc2Cl)cc1OC	1.6%	0.2%	1.6%	-9.4%	-1.5%[46.1 µM]	13.6%	0.7%	0.2%	-7.4	-1.3%
Cc1ccc2oc(=O)cc(CN3CCN(Cc4ccccc4)CC3)c2c1	-0.2%	-0.8%	3.0%	-4.1%	-2.0%	5.4%	8.6%	11.8%	18.2	14.1%
CCc1nc(NCc2cccnc2)c2oc3ccccc3c2n1	6.0%	-4.0%	3.6%	-10.8%	1.7%	10.4%	7.1%	1.9%	-6.8	-3.5%
COc1ccc2c(c1OC)C(=O)OC2N1C(=O)CC[C@H]1C(=O)Nc1ccc(F)cc1F (stereo partly drawn)	-2.9%	-2.0%	-2.0%	5.5%	5.0%	18.8%	-9.3%	4.1%	-2.5	-0.8%
CCOC(=O)C1CCCN(C(=O)Cn2c(=O)c3cccn3c3cccnc32)C1 (stereo not drawn)	5.5%	1.9%	-3.0%	.	2.8%	-22.6%	8.2%	4.0%	-9.8	1.5%
Nc1nnnn1/N=C/c1cccc(OCc2ccccc2Cl)c1	-3.0%	-7.1%	1.8%	-11.5%	2.0%[46.1 µM]	2.4%	2.4%	-0.3%	-15.9	1.3%
Cc1ccc2c(c1)c1c3n2CCN=C3CCC1	10.7%	-0.9%	12.9%	0.1%	3.2%	-20.5%	13.4%	-1.1%	2.3	16.6%

Looked up above:
Reading of CCOC(=O)C1CCCN(C(=O)Cn2c(=O)c3cccn3c3cccnc32)C1 (stereo not drawn) in ASM inhibitor: 5.5%
Reading of CCCCOc1ccc(N(CC(=O)NCc2ccccc2)C(=O)c2csnn2)cc1 in TSG101-PTAP inh: 1.2%

From PubChem
